Screens (PubChem BioAssay)
BaF3 parental = reduces parental Ba/F3 cell viability, JAK2V617F counter-screen | 220,000 tested, 1.1% active | inhibition, % at 5.6 µM | CellTiter-Glo ATP luminescence;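 active means inhibition above a per-campaign cutoff, the mean inhibition of all tested compounds plus 3 SD, cut at about 27% in these data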;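 further: 0% = DMSO wells and 100% = JAK Inhibitor I control wells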
TNF necrop inh = blocks TNF-alpha induced death of Jurkat FADD-/- cells; Jurkat FADD-/- TNF necroptosis rescue, ATP luminescence, 24 h; 0 = TNF only, 100 = no-TNF cells; activation (protection from cell death), % at 10 µM; 220,000 tested, 0.068% active;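 active means activation, meaning protection from cell death, of at least 50% relative to plate controls; inactive means activation below 50%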;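 further: necroptosis triggered by 40 ng/mL TNF-alpha added together with compound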
zfTRPN1 agonist = zebrafish TRPN1 (NompC) channel agonism; HEK293 zebrafish TRPN1-YFP, Fluo-8 calcium fluorescence; 100% = response to 87 µM carbachol; activation, % at 3 µM; 220,000 tested, 0.18% active;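 active means activation above its plate's cutoff, the mean activation of test wells on that plate plus 3 SD, cut at about 19% in these data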;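 further: 0% = DMSO alone and 100% = 87 µM carbachol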
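Assay system: Zebrafish TRPN1-YFP in HEK293 cells | Incubation: Dye loading 1 h at 37 °C, then 30 min room temperature | Measured by: Kinetic Fluo-8 fluorescence, ex 470-495, em 515-575 nm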
PPC-1+TRAIL kill = compounds killing PPC-1 cancer cells with TRAIL present (potentiator screen, no TRAIL-free arm); PPC-1 cells + TRAIL, ATPLite viability luminescence; cell killing (% activity), % at 4 µM; 220,000 tested, 0.41% active; AID 1443;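 active means cell killing above 50% in the first pass at 4 µM, then a duplicate retest at 5 µM averaging 50% or more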;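 further: plate controls were cells with TRAIL plus DMSO for no effect and medium-only wells lacking cells for full effect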
TRPML3 ag = activates the human TRPML3 channel. Q8TDD5. HEK293 TRPML3-YFP, Fluo-8 calcium fluorescence; 100% = the carbachol control signal. activation, % at 3 µM. 220,000 tested, 0.29% active;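 active means activation above its plate's cutoff, the mean activation of the plate's test wells plus 3 SD, cut at about 12% in these data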;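 further: 0% = DMSO only wells and 100% = carbachol wells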
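system = HEK293 cells stably carrying human TRPML3-YFP | doses = one concentration, 3 µM nominal, 0.3% DMSO | timing = dye loading 1 h 37 °C then 30 min ambient, 125 s read | detection = Fluo-8 calcium dye fluorescence, ex 470-495, em 515-575 nm | benchmarks = high control carbachol 87 µM, low control DMSO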
CHOP inh = blocks CHOP induction under ER stress. inhibition, % at 10 µM. 220,000 tested, 3.8% active. AID 2732. CHO-K1 CHOP-promoter luciferase, tunicamycin-induced, 15-18 h;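 active means compounds that reduced the stress-induced luciferase reporter signal by more than about 70% of percent inhibition, limit read from the data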;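 further: 0% = tunicamycin plus vehicle and 100% = wells without tunicamycin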
Wee1 stabilizer = inhibitors of human Wee1 degradation; P30291; HeLa Luc-Wee1K328M stability, luciferase luminescence; 100% = proteasome inhibitor MG132 effect; reporter increase, % at 5 µM; 220,000 tested, 1.2% active; AID 1321;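 active means activation above the mean of all tested compounds plus 3 SD, set per screening run, cut at about 8.8% in these data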;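 further: cells exposed to compound for 20 h before luminescence read; 0% = DMSO alone and 100% = MG132 at 30 µM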
Target sequence (P30291 whole entry K328M): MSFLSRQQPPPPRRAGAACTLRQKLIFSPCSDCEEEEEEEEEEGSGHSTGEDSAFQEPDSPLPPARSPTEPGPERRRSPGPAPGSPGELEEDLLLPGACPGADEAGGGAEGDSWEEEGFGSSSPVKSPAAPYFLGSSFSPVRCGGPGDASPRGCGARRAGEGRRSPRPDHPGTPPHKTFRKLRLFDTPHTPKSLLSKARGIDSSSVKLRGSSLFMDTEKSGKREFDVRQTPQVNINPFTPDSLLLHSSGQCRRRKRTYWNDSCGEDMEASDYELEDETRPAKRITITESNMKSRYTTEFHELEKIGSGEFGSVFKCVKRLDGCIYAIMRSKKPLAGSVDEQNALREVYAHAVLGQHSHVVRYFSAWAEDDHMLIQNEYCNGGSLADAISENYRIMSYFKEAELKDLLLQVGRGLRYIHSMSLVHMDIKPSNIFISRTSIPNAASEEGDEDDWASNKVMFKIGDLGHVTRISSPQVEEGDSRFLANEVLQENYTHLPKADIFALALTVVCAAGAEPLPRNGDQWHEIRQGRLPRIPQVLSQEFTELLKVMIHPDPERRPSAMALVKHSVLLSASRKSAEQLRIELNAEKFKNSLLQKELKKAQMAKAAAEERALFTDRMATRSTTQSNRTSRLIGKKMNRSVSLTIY
RBBP9 inhibitor = human RBBP9 hydrolase inhibition | 220,000 tested, 0.2% active | inhibition, % at 7.94 µM | O75884 | recombinant RBBP9, FP-Rh probe fluorescence polarization;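 active means inhibition above the campaign mean of all tested compounds plus 3 SD, cut at about 14% in these data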;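 further: plate controls were DMSO wells with RBBP9 for no effect and wells lacking RBBP9 protein for full effect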
Target sequence (O75884 whole entry, looked up): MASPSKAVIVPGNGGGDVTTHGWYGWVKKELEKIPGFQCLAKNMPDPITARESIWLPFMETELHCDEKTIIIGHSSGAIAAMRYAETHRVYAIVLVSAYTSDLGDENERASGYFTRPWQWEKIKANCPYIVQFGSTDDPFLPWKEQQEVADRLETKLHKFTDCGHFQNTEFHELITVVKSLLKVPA
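Measured by – fluorescence polarization · Test system – RBBP9 protein · Input – 2.5 µM RBBP9 dispensing solution, before mixing · Measure – percent inhibition from mP, scaled between DMSO and no-protein wells · Benchmarks – DMSO-treated enzyme wells and wells lacking RBBP9 · Times – preincubation 30 min plus labeling 45 min at 25 °C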
Ba/F3 V617F tox = lowers viability of Ba/F3 cells expressing EpoR and JAK2V617F; inhibition, % at 5.6 µM; ATP luminescence; 220,000 tested, 1.1% active;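 active means inhibition above the campaign mean plus 3 SD over all tested compounds, cut at about 24% in these data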;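 further: cytokine-independent growth of Ba/F3 cells driven by EpoR plus mutant JAK2; 0% = DMSO-treated cells and 100% = JAK inhibitor I control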
Numbers without * were called inactive; / = not tested or not shown; [ ] = remark or other dose.

1: CCCC(=O)Nc1sc(C(=O)OC)c(C)c1C(N)=O
2: CCOC(=O)N1CCC(NC(=O)C2CCN(c3ccc(N4CCOCC4)nn3)CC2)CC1
3: COc1ccc(-c2nnc(SCC(=O)NC(C)C)n2CC2CCCO2)cc1OC (stereo not given)
4: CCN(c1ccccc1)S(=O)(=O)c1ccc(Oc2ccc(-n3ccnc3)cc2)nc1
5: COc1c(N2CCN(C(=S)NC3CC4CCC3C4)C(C)C2)c(F)cc2c(=O)c(C(=O)O)cn(C3CC3)c12 (stereo not given)
6: O=[N+]([O-])c1cc([N+](=O)[O-])c2cccnc2c1O
7: COc1cccc(/C=N/NC(=O)Cn2nc([N+](=O)[O-])cc2C)c1
8: COc1ccc(OC)c(-c2nc(C)sc2CC(=O)O)c1
9: COc1cccc(OCc2nc(-c3ccc(Br)o3)no2)c1
10: CN(C)c1ccc(C(=O)c2ccccc2C(=O)O)cc1[N+](=O)[O-]
assay / entry,1,2,3,4,5,6,7,8,9,10
BaF3 parental,8,3,3,20,3,0,3,1,5,5
TNF necrop inh,1.7,1.0,1.3,0.7,-6.0,0.8,1.5,-0.4,0.8,1.1
zfTRPN1 agonist,1.3,1.3,1.0,2.4,0.8,-0.1,0.6,0.9,-1.0,-0.7
PPC-1+TRAIL kill,13,-4,5,/,2,18,16,34,-3,15
TRPML3 ag,-0.1,0.9,-0.1,0.4,1.1,0.0,0.6,-0.9,-0.2,1.3
CHOP inh,-6,/,15,52,67,17,12,11,10,22
Wee1 stabilizer,0,3,0,-3,2,-1,-1,0,-1,2
RBBP9 inhibitor,0,-4,-9,-7,-4,-11,12,6,-7,-7
Ba/F3 V617F tox,1,-1,2,11,-2,2,-6,-4,4,3

11: O=C(c1ccccc1)C1CCN(CC(=O)N2CCN(c3ccccc3)CC2)CC1
12: CC1(C)NC(=O)N(CCOc2cccc(Oc3ccccc3)c2)C1=O
13: CCCCNC(=O)OCC(CC)NC(=O)OCC(C)C (stereo not given)
14: S=c1nc(-c2ccccc2)[nH]n1-c1ccccc1
15: CC(=O)NC1=C(N(C)C2CCS(=O)(=O)C2)C(=O)c2ccccc2C1=O (stereo not given)
16: CCOC(=O)C1(Cc2ccc(OC)cc2)CCN(C(=O)c2ccc3[nH]ccc3c2)CC1
17: O=c1[nH]cc(C(F)(F)F)cc1NS(=O)(=O)c1ccc([N+](=O)[O-])cc1
18: Cc1nc2ccccc2c2oc(C(=O)NCCN3CCN(C)CC3)cc12
19: CCOC(=O)CSc1nnc([C@@H](NC(=O)OC(C)(C)C)C(C)C)o1
20: Cc1c(C(=O)N/N=C/c2ccc(Cl)cc2)[nH]c2ccc(Cl)cc12
assay / entry,11,12,13,14,15,16,17,18,19,20
BaF3 parental,-1,7,6,4,10,9,0,5,5,9
TNF necrop inh,1.0,0.6,-0.9,0.8,-6.9,-3.2,0.5,1.6,-2.5,-19
zfTRPN1 agonist,-0.1,0.3,-0.6,-0.9,1.3,0.2,-0.3,0.6,0.6,2.4
PPC-1+TRAIL kill,5,2,-4,28,5,16,4,10,2,-2
TRPML3 ag,-0.2,0.5,-0.7,0.0,1.6,0.5,-0.3,0.2,0.7,1.4
CHOP inh,7,34,3,-13,75*,5,20,-2,-8,98*
Wee1 stabilizer,-2,-2,5,-1,6,-1,-3,-1,0,1
RBBP9 inhibitor,2,-8,-8,-10,0,-6,-5,-11,-1,-9
Ba/F3 V617F tox,-5,-2,0,2,1,3,-2,0,-2,5

Record cards, from the list above:
O=c1[nH]cc(C(F)(F)F)cc1NS(=O)(=O)c1ccc([N+](=O)[O-])cc1 is listed with BaF3 parental: 0; TNF necrop inh: 0.5; zfTRPN1 agonist: -0.3; PPC-1+TRAIL kill: 4; TRPML3 ag: -0.3; CHOP inh: 20; Wee1 stabilizer: -3; RBBP9 inhibitor: -5; Ba/F3 V617F tox: -2
CCOC(=O)C1(Cc2ccc(OC)cc2)CCN(C(=O)c2ccc3[nH]ccc3c2)CC1 is listed with BaF3 parental: 9; TNF necrop inh: -3.2; zfTRPN1 agonist: 0.2; PPC-1+TRAIL kill: 16; TRPML3 ag: 0.5; CHOP inh: 5; Wee1 stabilizer: -1; RBBP9 inhibitor: -6; Ba/F3 V617F tox: 3

More structures:
21: O=C(CSc1nc2c(c(C(F)(F)F)n1)CCc1ccccc1-2)NCc1ccco1
22: CC(=O)Nc1ccc(C(O)(C(F)(F)F)C(F)(F)F)cc1
23: Cc1cc(C)nc(NS(=O)(=O)c2ccccc2)n1
24: CC(C)n1c(SCC(=O)Nc2ccccc2)nc2c1c(=O)n(C)c(=O)n2C
25: Cc1nn(-c2ccccc2)c(Cl)c1C(=O)Nc1ccc(N2CCOCC2)cc1
26: O=C(CSc1nnc(COc2cccc3cccnc23)o1)N1CCCC1
27: O=C(Nc1sc2c(c1C(=O)c1ccc(Cl)cc1)CCCC2)c1cccnc1
28: Cc1ccc(C(=O)COC(=O)CCCC(=O)Nc2cc(C(F)(F)F)ccc2Cl)cc1C
29: CCOc1nc(-c2ccc(Cl)cc2)nc2ccccc12
30: CCOC(=O)CNc1c(-c2ccc(O)cc2)nc2ccc(Cl)cn12
assay / entry,21,22,23,24,25,26,27,28,29,30
BaF3 parental,2,4,9,-1,7,2,5,5,2,2
TNF necrop inh,-4.5,0.2,-0.2,-3.6,0.1,-1.2,-2.8,0.3,1.0,-10
zfTRPN1 agonist,0.2,1.1,0.8,-0.1,-0.2,-0.6,-1.1,0.5,4.2,-0.3
PPC-1+TRAIL kill,-2,9,10,24,0,7,0,13,20,-10[5 µM]
TRPML3 ag,-0.3,0.7,0.9,0.1,-0.7,0.2,0.3,-0.1,1.0,-1.4
CHOP inh,22,6,24,-10,7,-2,79*,29,6,13
Wee1 stabilizer,-3,12*,1,7,2,-1,-2,0,-2,0
RBBP9 inhibitor,-7,-2,2,2,0,-8,-14,-8,-3,-4
Ba/F3 V617F tox,0,-1,1,-5,4,-4,4,4,-4,-3

31: O=C(Nc1cccnc1)C12CC3CC(CC(C3)C1)C2
32: CCn1c(=N)c(S(=O)(=O)c2ccccc2)cc2c(=O)n3ccccc3nc21
33: COc1cc(-c2nnc(NC(=O)c3ccc(S(=O)(=O)N4CCOCC4)cc3)o2)cc(OC)c1OC
34: COc1cccc(NC(=O)Cc2nc(-c3ccccc3)sc2-c2ccc(C)cc2)c1
35: COCCn1c(SCc2nnc(-c3ccccc3)o2)nc2sc3c(c2c1=O)CCC3
36: CC1NC(=O)N(C)C2NC(=O)N(C)C(c3ccccc3)C12 (stereo not given)
37: COc1ccc(NC(=S)NC(=O)c2csnn2)cc1
38: Cc1cc(/C=C2/C(=N)N3C(c4ccccc4)=CSC3=NC2=O)c(C)n1-c1ccccc1
39: COC(=O)C1=C(N)Oc2cc(C)n(Cc3cccnc3)c(=O)c2C1c1cccc(OC)c1OC (stereo not given)
40: Clc1ccc(-c2nnnn2-c2ccc(Cl)cc2)cc1
assay / entry,31,32,33,34,35,36,37,38,39,40
BaF3 parental,1,3,8,3,2,0,0,3,-3,2
TNF necrop inh,0.2,-2.2,-0.4,2.5,-0.9,0.4,-0.2,0.5,-2.5,2.8
zfTRPN1 agonist,0.1,1.6,0.5,-0.8,0.5,1.1,0.4,0.8,-0.4,-2.4
PPC-1+TRAIL kill,2,4,-6,-3,5,11,16,30,20,5
TRPML3 ag,0.5,0.9,0.3,-0.5,0.3,1.1,0.5,0.2,1.3,-1.0
CHOP inh,10,10,26,-3,44,5,4,-4,-10,4
Wee1 stabilizer,3,0,-2,4,3,-2,3,3,9.2*,4
RBBP9 inhibitor,-3,5,-3,-13,-6,-6,1,-8,-7,-9
Ba/F3 V617F tox,-2,0,-2,-5,-6,0,0,-1,-5,12

41: CN1C(=O)c2ccccc2C(C(=O)O)C1c1cn(C)c2ccccc12 (stereo not given)
42: C=CCOC(=O)C1=C(C)Nc2nnnn2C1c1cc(OC)ccc1OC (stereo not given)
43: NCCCC[C@H](NC(=O)C1CCNCC1)c1nnc(CN)o1
44: Nc1nc(Nc2cccc(F)c2)nc(NCCO)c1[N+](=O)[O-]
45: O=C1COc2ccc(C(=O)COC(=O)Cc3ccccc3F)cc2N1
46: O=C(C[n+]1cccc(/C=N/O)c1)N(Cc1ccccc1)Cc1ccccc1
47: Cc1ccc(OCC(=O)OC(C)CN(C)Cc2ccccc2)cc1 (stereo not given)
48: O=C(CSc1nnc(-c2ccc(F)cc2)o1)Nc1ccccc1N1CCOCC1
49: CCCC1CCC(c2ccc(/C(N)=N/O)cc2)CC1 (stereo not given)
50: O=C(Cn1cnc2ccccc2c1=O)Nc1ccccc1N1CCOCC1
assay / entry,41,42,43,44,45,46,47,48,49,50
BaF3 parental,2,4,-3,1,2,1,1,2,9,0
TNF necrop inh,-0.1,0.0,0.3,-4.2,0.7,-1.2,3.1,0.8,-7.1,1.0
zfTRPN1 agonist,1.3,-0.1,0.3,-1.1,1.0,-1.0,2.4,-0.3,-0.1,-1.6
PPC-1+TRAIL kill,21,8,5,-3,-7,16,25,/,7,2
TRPML3 ag,0.3,0.7,0.7,-0.5,0.2,0.5,0.7,-0.5,0.9,0.7
CHOP inh,-8,-9,30,14,22,0,12,/,81*,4
Wee1 stabilizer,-2,0,2,3,0,-1,1,-2,0,1
RBBP9 inhibitor,-9,-10,5,-8,-5,1,-3,-3,-6,0
Ba/F3 V617F tox,0,0,-3,-2,-4,-2,-3,4,4,-1

51: CCOC(=O)Nc1cccc(OCC(=O)Nc2ccc(OC)cc2OC)c1
52: COC(=O)CCC(=O)Nc1nnc(C(F)(F)F)s1
53: CCCn1c(C(C)NC(=O)c2ccccc2)nc2ccccc21 (stereo not given)
54: CCOC(=O)CC(=O)Nc1nnc(C(C)C)s1
55: CC(=O)c1ccc(N2C(=O)NC3(CCCCC3)C2=O)cc1
56: CCn1ccnc1CN(C)C(=O)c1cc(COc2c(F)cccc2F)on1
57: Cc1cc(OCC(=O)Nc2ccc(S(=O)(=O)NC3=NCCCCC3)cc2)c(C(C)C)cc1Cl
58: CCCCOc1ccc(N(CC(=O)NC2CCCC2)C(=O)CCC(=O)Nc2ccccn2)cc1
assay / entry,51,52,53,54,55,56,57,58
BaF3 parental,3,4,8,2,7,5,5,5
TNF necrop inh,-1.0,0.7,0.0,0.1,2.4,-0.2,3.1,-0.9
zfTRPN1 agonist,4.0,-0.1,-1.9,1.5,0.9,0.9,1.2,0.0
PPC-1+TRAIL kill,/,-16,-3,6,25,3,-6,19
TRPML3 ag,2.3,0.4,-0.5,0.2,0.5,0.7,0.1,-0.4
CHOP inh,9,-10,20,6,7,-1,43,0
Wee1 stabilizer,1,1,-2,-1,-1,-2,4,-3
RBBP9 inhibitor,-4,-7,-7,-8,6,6,-26,-5
Ba/F3 V617F tox,-2,0,1,-3,2,-1,1,1

Random draw from the library; overall some 6.8% were active at least once.
